# Screening data as filed in PubChem.
# tim23-1 inh: growth inhibitors of tim23-1 mutant yeast, primary screen, luminescence, uHTS. S. cerevisiae tim23-1 growth, BacTiter-Glo luminescence, 24 h. inhibition, % at 20 µM. actives 1.3% (n = 330,000). AID 463212, 2010;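 active means growth inhibition of the mutant yeast at or above 50%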;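 further: temperature-sensitive mutant grown at 25 °C; plate controls were DMSO-treated mutant yeast for no effect and medium wells lacking yeast for full effect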
# APJ ag: agonists of human apelin receptor APJ, primary screen, CHO-K1 cells, PathHunter beta-arrestin, luminescence; 0% DMSO wells, 100% apelin; activation, % at 20 µM; actives 0.11% (n = 330,000); AID 2520, 2010;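 active means activation more than six SD over the plate average, tested at 20 µM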;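 further: 0% = DMSO alone and 100% = apelin-13 at 10 nM; some results filed as inactive read as strong as hits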
# Target sequence (P35414 whole entry, looked up): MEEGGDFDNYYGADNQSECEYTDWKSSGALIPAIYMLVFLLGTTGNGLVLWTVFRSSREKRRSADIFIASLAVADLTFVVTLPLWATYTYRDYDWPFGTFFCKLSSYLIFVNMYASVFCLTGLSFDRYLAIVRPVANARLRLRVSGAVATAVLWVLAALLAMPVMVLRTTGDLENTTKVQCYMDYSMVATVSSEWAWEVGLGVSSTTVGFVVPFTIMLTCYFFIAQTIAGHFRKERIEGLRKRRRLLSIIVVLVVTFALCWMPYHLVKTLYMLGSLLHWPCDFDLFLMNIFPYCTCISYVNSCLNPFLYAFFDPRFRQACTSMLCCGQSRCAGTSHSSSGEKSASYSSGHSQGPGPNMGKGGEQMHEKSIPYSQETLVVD
#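 Assay system: CHO-K1 cells stably expressing ProLink-tagged human APJ and arrestin–beta-gal acceptor. Compound dosing: 20 µM single point, 1% DMSO. Times: 16-18 h seeding, 90 min dark compound exposure, 60 min detection. Detection: beta-gal luminescence. Evaluation: APJ–arrestin association signal. Controls: negative DMSO alone, positive Apelin-13 at 10 nM.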
# TIM10 inh: growth inhibitors of isogenic TIM10 control yeast, primary screen, counter-screen for tim10-1 yeast inhibitor project, luminescence, uHTS; S. cerevisiae TIM10 strain growth, BacTiter-Glo luminescence, 24 h; inhibition, % at 10 µM; actives 1.4% (n = 330,000);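 active means inhibition of 40% or more at the single tested concentration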;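 further: wild-type TIM10 isogenic control strain grown at permissive 25 °C; 0% = DMSO yeast wells and 100% = minimal medium wells without yeast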
# MIN6 prolif: inducers of MIN6 beta-cell proliferation, primary screen, ATP luminescence, uHTS | MIN6 cells proliferation, ATPlite luminescence, 48 h; cells starved in 0.2% serum; 100% = growth in 10% serum | proliferation, % at 10 µM | actives 0.29% (n = 330,000);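 active means compounds whose signal lies at least 3.5 SD above the mean of all wells on their plate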;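 further: 0% = DMSO-treated cells in low-serum medium and 100% = 10% serum control; some compounds called inactive have numbers as strong as hits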
# tim10-1 inh: growth inhibitors of tim10-1 mutant yeast, primary screen, luminescence, uHTS; S. cerevisiae tim10-1 ts strain growth, BacTiter-Glo, 24 h; actives 2.2% (n = 330,000); inhibition, % at 20 µM;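 active means inhibition of at least 40%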;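 further: mutant grown at 25 °C; 0% = DMSO wells with yeast and 100% = wells holding no yeast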
# MPTP inh: mitochondrial permeability transition pore inhibitors, primary screen, biochemical, isolated mouse mitochondria, absorbance | Ca2+ swelling absorbance, 30 min | inhibition, % at 10 µM | actives 1.4% (n = 360,000);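 active means inhibition of 50% or more, scaled per plate between neutral and stimulator controls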;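 further: 0% = DMSO wells given calcium and 100% = 1 mM EGTA wells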
# GRIN3A LBD mod: binders of NR3A ligand-binding domain, primary screen, biophysical, differential scanning fluorimetry, uHTS. Glutamate receptor ionotropic, NMDA 3A (GRIN3A) ligand-binding domain. NR3A LBD differential scanning fluorimetry, Tm shift; 0% = protein alone, 100% = glycine-bound protein. Tm shift relative to glycine control, % at 25 µM. actives 2.5% (n = 340,000). AID 1259313, 2017;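 active means melting temperature shift of at least 10% of the positive control shift, at one fixed dose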
# NALP3 yeast inh: NALP3 inflammasome inhibitors in reconstituted yeast, primary screen, luminescence, uHTS; Yeast reconstituted NLRP3/ASC/caspase-1, beta-gal luminescence, 24 h; inhibition, % at 10 µM; actives 0.39% (n = 330,000); AID 2825, 2010;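 active means inhibition of 50% or more; inactive means inhibition below 50%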;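 further: plate controls were induced DMSO wells for no effect and uninduced yeast grown without galactose for full effect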
# APJ antagonist: antagonists of human apelin receptor APJ, primary screen, CHO-K1 cells, beta-arrestin complementation, luminescence | P35414 | inhibition, % at 20 µM | actives 0.32% (n = 330,000) | AID 2521, 2010;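 active means inhibition above about 40% at 20 µM, limit read from the data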;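 further: cells challenged with 10 nM apelin-13 agonist together with compound; plate controls were apelin-13 plus DMSO wells for no effect and DMSO wells lacking apelin-13 for full effect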
# The depositor's hits bear a star. These rows are one share of the data; count on the stated rates, not on these rows.
# The opening 5 compounds, to show the layout:
SMILES,tim23-1 inh,APJ ag,TIM10 inh,MIN6 prolif,tim10-1 inh,MPTP inh,GRIN3A LBD mod,NALP3 yeast inh,APJ antagonist
CSc1nnc([C@@H](N)Cc2c[nH]c3ccccc23)o1,17,-1,-4,1,6,-0.6,0,-7,-1
COc1cc(OC)c(OC)cc1CNC(C)C(O)c1ccccc1 (configuration not stated),-17,0,5,0,-2,-0.5,-1,-5,-3
COC(=O)C1=C(c2ccccc2)C[C@@H]2CC[C@H]1N2C(=O)N1CCCCC1,34,8,29,-1,29,-0.5,-3,-4,-4
COC(=O)C1=C(c2cccc(OCc3ccccc3)c2)C[C@@H]2CC[C@H]1N2C(=O)NCc1ccc(OC)cc1,29,-4,11,-6,15,0.6,-2,-15,4
Fc1ccc(CNCCc2ccccc2)cc1,-1,-4,10,-2,-6,-0.3,-2,10,9

# All compounds of this part, from the first entry:
SMILES,tim23-1 inh,APJ ag,TIM10 inh,MIN6 prolif,tim10-1 inh,MPTP inh,GRIN3A LBD mod,NALP3 yeast inh,APJ antagonist
CSc1nnc([C@@H](N)Cc2c[nH]c3ccccc23)o1,17,-1,-4,1,6,-0.6,0,-7,-1
COc1cc(OC)c(OC)cc1CNC(C)C(O)c1ccccc1 (configuration not stated),-17,0,5,0,-2,-0.5,-1,-5,-3
COC(=O)C1=C(c2ccccc2)C[C@@H]2CC[C@H]1N2C(=O)N1CCCCC1,34,8,29,-1,29,-0.5,-3,-4,-4
COC(=O)C1=C(c2cccc(OCc3ccccc3)c2)C[C@@H]2CC[C@H]1N2C(=O)NCc1ccc(OC)cc1,29,-4,11,-6,15,0.6,-2,-15,4
Fc1ccc(CNCCc2ccccc2)cc1,-1,-4,10,-2,-6,-0.3,-2,10,9
CC(=O)Nc1ccccc1C(=O)OCC(=O)Nc1ncccn1,-11,-3,-7,-3,-13,-0.9,-1,14,-7
CCCCn1c(O)c(/C=C/C=Nc2ccccc2)c(=O)[nH]c1=O,3,-3,-15,0,16,1.3,1,-12,-5
Cc1ccc(OCC(=O)NCCN2CCN(C(=O)COc3ccc(C)cc3)CC2)cc1,16,-3,-10,-6,5,-6.4,-4,8,-23
O=C1C2CCN(CC2)C1Cc1ccc(OCc2ccccc2)cc1 (configuration not stated),1,-2,2,-3,-3,2.8,-1,21,-5
Cc1ccccc1-n1c(/C=C/c2ccccn2)nc2ccccc2c1=O,52*,-3,7,3,34,1.1,-7,18,-13
COc1ccc(C(=O)OC2CC3CCC(C2)[N+]3(C)[O-])cc1OC (configuration not stated),-9,1,7,-3,-3,-0.1,-1,-5,-7
O=c1[nH]c(=S)n(CCC2=CCCCC2)c(O)c1C=NC1CCN(Cc2ccccc2)CC1,-9,2,28,-6,16,42,1,11,16
CC(=O)O[C@]1(c2ccccc2)CCN(C)[C@H]2CCCC[C@@H]21,-7,1,5,2,5,-0.2,3,4,4
CN1CCN(CC(=O)Nc2ccc([N+](=O)[O-])cc2C(=O)c2ccccc2)CC1,-10,0,8,0,0,-0.2,-14,-10,-2
COc1ccc(C(CNC(=O)Cc2ccc(Cl)c(Cl)c2)N(C)C)cc1 (configuration not stated),12,-4,-4,-4,-2,2.0,-3,9,-5
CCCCSC1=NN1c1nc(N)nc(C)c1CC,-7,-2,-11,4,21,-1.3,1,12,8
Cc1cc(NC(=O)CCl)on1,9,-2,9,-6,8,1.6,1,-7,9
O=C1NC(=O)C(=Cc2ccc(-c3ccc(Cl)cc3)o2)C(=O)N1,54*,24,20,-8,45*,11,0,10,-2
CCCCn1c(O)c(C(C)=NCCN2CCOCC2)c(=O)[nH]c1=O,-2,-3,3,-1,5,-0.6,-1,15,9
CC[C@H]1CN(C)CCc2c([nH]c3ccccc23)C(=O)C[C@@H]1/C(=C\OC)C(=O)OC,10,-7,9,2,5,0.0,-2,4,-50
CCOP(=O)(OCC)C(c1ccccc1)N(C)C=O (configuration not stated),1,0,1,-1,3,-0.6,0,5,10
O=C1CN=C(c2ccccc2Cl)c2cc(Br)ccc2N1,-4,3,-5,4,-12,2.1,-1,23,15
CCOP(=O)(OCC)C1(O)C(=O)Nc2ccc(Br)cc21 (configuration not stated),6,-2,15,-2,8,-0.1,1,8,-14
CCN(CCNc1ccc([N+](=O)[O-])c2cccnc12)S(=O)(=O)c1ccccc1,-8,-2,3,-1,1,4.4,-10,1,3
c1ccc2c(CCNCc3ccc4c(c3)OCO4)c[nH]c2c1,1,-1,4,0,16,-1.8,-1,6,10
# The listing continues.
SMILES,tim23-1 inh,APJ ag,TIM10 inh,MIN6 prolif,tim10-1 inh,MPTP inh,GRIN3A LBD mod,NALP3 yeast inh,APJ antagonist
O=C(c1cccc(Cl)c1)C1CCCN(Cc2ccon2)C1 (configuration not stated),-3,0,1,0,12,-0.3,-2,-2,-7
COc1cccc(C2(O)CCSCC2CN(C)C)c1 (configuration not stated),-7,-1,-8,-1,-12,-0.2,-5,1,7
O=C1NCN(c2ccccc2)C12CCNCC2,-4,-2,-7,-3,9,-3.2,-3,-5,6
O=c1[nH]c(O)c(N=Nc2ccc([N+](=O)[O-])cc2)c(=O)[nH]1,15,-2,-1,2,-1,0.7,0,18,16
CC(=NCCN1CCCCC1)c1c(O)n(Cc2ccccc2)c(=O)[nH]c1=O,23,-6,-2,-2,13,-1.5,0,1,7
Cc1cc(C)cc(N2C(=O)NC(=O)/C(=C\c3cccn3-c3ccccc3)C2=O)c1,12,15,17,0,3,5.3,24*,6,10
CC(=NCCN(C)C)c1c(O)n(Cc2ccccc2)c(=O)[nH]c1=O,4,2,7,0,-8,-1.9,1,5,5
COc1ccc(-c2nn(CCC#N)cc2C(=O)NCc2ccccc2)cc1[N+](=O)[O-],2,-1,-9,-2,-13,-0.2,1,18,15
CN(CCCCC(=O)/C=N/O)Cc1ccccc1 (tested in a mixture with another compound),14,-1,11,1,11,0.3,3,11,3
CCN(CC)CCN=Cc1c(O)n(C2CCCCCC2)c(=O)[nH]c1=O,15,-3,2,-3,6,-0.9,-3,21,-13
COc1ccc2[nH]c3c(c2c1)CCN[C@H]3C,2,-2,14,-3,4,-1.4,1,10,7
CCCCC1(CCCC)C(=O)NC(=Nc2cccc(C)c2)NC1=O,30,0,10,-5,40*,92*,-4,22,4
O=C1C2CCCN2C(c2cccnc2)N1c1ccc(Cl)cc1 (configuration not stated),-9,12,1,-4,-55,-1.0,-2,21,-20
CCCCCCC(=O)N/N=C/c1c(O)n(CCc2ccccc2)c(=O)[nH]c1=O,-1,-4,-11,-3,5,-5.6,4,17,-13
COC(=O)C1=C(c2ccc(OC(F)(F)F)cc2)C[C@@H]2CC[C@H]1N2C(=O)NC1CCCCC1,36,-5,6,-5,-22,0.4,0,13,-15
O=C(O)[C@@H]1C[C@H]1[C@@H](NP(=O)(c1ccccc1)c1ccccc1)c1ccccc1,11,5,-9,-3,7,0.3,-4,-13,4
O=[N+]([O-])c1ccc(-[n+]2c(-c3ccccc3)cc(-c3ccccc3)cc2-c2ccccc2)cc1,18,-1,31,-1,25,0.4,0,28,9
CCOc1cc(C=C2C(=O)NC(=O)NC2=O)ccc1OCC(=O)N1CCOCC1,9,-1,0,-1,20,-1.6,-4,8,0
CC1=NN(c2ccccc2)C(=O)/C1=C/c1c(O)[nH]c(=O)[nH]c1=O,-4,-3,10,-1,2,-0.6,1,8,23
CC1CCC(C(=O)NC(C(=O)N2CCC3(CC2)OCCO3)C(C)C)CC1 (configuration not stated),18,-4,-2,-3,10,0.1,-2,8,10
O=[N+]([O-])c1ccc(NCc2ccc(Cl)cc2)c2ccncc12,15,3,23,-4,-1,17,5,33,2
CC(C)(C)n1cc(C(=O)c2ccc3ccccc3c2O)cn1,4,1,13,-3,11,0.2,0,14,9
COc1ccc(-n2c(O)c(C=NCCN3CCN(C(C)=O)CC3)c(=O)[nH]c2=S)cc1,5,-1,1,-3,-3,0.9,3,53*,9
CCC(C)n1c(O)c(C=Nc2cccc(C(F)(F)F)c2)c(=O)[nH]c1=S (configuration not stated),23,1,-1,-1,26,3.4,-4,-4,6
O=C(O)C1C(C(=O)O)C2(Cl)C(Cl)=C(Cl)C1(Cl)C2(Cl)Cl (configuration not stated),-13,-2,-3,3,-3,-1.3,0,5,-2
# Other results follow:
SMILES,tim23-1 inh,APJ ag,TIM10 inh,MIN6 prolif,tim10-1 inh,MPTP inh,GRIN3A LBD mod,NALP3 yeast inh,APJ antagonist
COC(=O)C1=C(c2cccc(C#N)c2)C[C@@H]2CC[C@H]1N2C(=O)N1CCC(C)CC1,25,-5,5,0,7,0.6,-3,13,-1
C=Cn1ccnc1P(=S)(c1cc(N(CC)CC)ns1)c1nccn1C=C,16,-6,19,-3,19,0.9,-2,-18,18
CCCCn1c(O)c(/C=N/NC(=O)c2ccncc2)c(=O)[nH]c1=O,8,-10,-16,-1,-1,-1.9,0,-1,2
COc1ccc(C(=O)C2CCCN(Cc3ccsc3)C2)cc1OC (configuration not stated),9,0,-7,-3,17,0.0,0,-16,7
COC(=O)C1=C(c2cccc(OC)c2OC)C[C@@H]2CC[C@H]1N2C(=O)NCc1ccco1,11,3,-6,0,3,-1.7,-1,-6,16
C/C=C(\C)C(=O)N[C@@H](c1ccccc1)[C@@H](O)C(=O)O[C@H]1C[C@@]2(O)[C@@H](OC(=O)c3ccccc3)C3[C@](C)(C(=O)[C@H](OC(C)=O)C(=C1C)C2(C)C)[C@H](O)C[C@H]1OC[C@@]31OC(C)=O (some centres not stated),16,-3,0,-3,13,0.0,-3,-4,13
CCC1(CC)C(=O)N(Cc2ccccc2)C(=O)N(Cc2ccccc2)C1=O,3,-2,-3,-4,4,2.7,2,5,7
Cc1ccc(NC(=O)CN2C(=O)CN=C(c3ccccc3)c3cc(Cl)ccc32)cc1,61*,0,11,-6,45*,0.6,-10,19,10
Cc1cccc(N=Nc2ccc(N(C)C)cc2)c1,6,-3,-3,-2,8,0.8,7,45,11
COc1ccc2[nH]c3c(c2c1)CCNC3,3,-1,4,-1,4,0.2,-3,5,-69
C[C@]12CC[C@@H](O)C[C@@H]1CC[C@@H]1[C@@H]2CC[C@]2(C)[C@@H](O)CC[C@@H]12,40,-3,-2,-2,23,1.1,-4,53*,7
Cc1nn(Cc2ccccc2)c(Cl)c1C(=O)OCC(=O)NCC1CCCO1 (configuration not stated),15,-3,11,-1,-1,-0.4,-2,14,14
CC(C)OP(=O)(OC(C)C)C(O)c1cccnc1 (configuration not stated),15,0,-6,0,-9,0.2,7,11,25
Cc1cc(/C=C2\C(=O)NC(=O)N(c3ccc(Br)cc3)C2=O)c(C)n1C,14,-2,-13,-2,10,9.3,-1,11,12
CCCCc1nc2ccccc2c(=O)n1-c1ccccc1O,-3,0,-9,-3,4,3.9,0,-31,13
O=C(c1sc2ccccc2c1Cl)N1CCC2(CC1)OCCO2,24,-1,-6,0,38,-1.2,-1,8,9
C/C(=N\NC(N)=O)c1c(O)n(C)c(=O)n(C)c1=O,0,0,3,-4,-5,-3.4,0,12,5
O=C(CNC(=O)OCc1ccccc1)Nc1ccc(Br)cc1C(=O)c1ccccc1,29,1,-7,-3,22,4.1,-14,18,8
CC[C@H]1CN2CC[C@@]3(C(=O)Nc4ccccc43)[C@@H]2C[C@@H]1/C(=C\OC)C(=O)OC,10,-5,2,-4,3,-0.7,-2,8,-22
